Assay outcomes from PubChem.
IL1B secr inh: inflammasome signaling inhibition, IL-1 beta readout; THP-1 LPS/ATP IL-1B secretion, AlphaLISA, 16 h; hits give low values; AID 743279; 360,000 compounds, 4.7% hits; activity change, % at 57.5 µM; in the data active = activity change below about -50%; inconclusive = mostly about -30% to -49%; also: % is scaled to controls: 0 for no effect and ±100 for the full control effect
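Secreted IL-1B measured by AlphaLISA bead assay after 16 h compound exposure of THP-1 cells; compounds (final up to 57.5 uM) added 1 h before LPS (250 ng/mL) and ATP (1.25 mM) stimulation; lower signal means less secretion.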
HT1080 IDH1KD tx: HT-1080 IDH1 knockdown cell toxicity (counter line); HT-1080 IDH1 knockdown viability, ATP luminescence, 48 h; Potency, µM (doses to about 46.1 µM), without a hit: at the top dose activity, negative = toxicity, actives largely listed as cytotoxic; 360,000 compounds, 2% hits;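 also: potency is read from the fitted curve at half-maximal effect; 0% = DMSO wells and -100% = cell-free medium wells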
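Luminescent ATP read-out (CellTiter-Glo, 10 min at room temperature) after 48 h compound exposure at 37 °C gave viability of IDH1-knockdown HT-1080 cells. Activity was normalised to DMSO and cell-free wells, then fitted as concentration-response curves.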
SW480 rereplic: inducers of DNA re-replication in SW480 colon cancer cells. 340,000 compounds, 1.8% hits. Potency, µM (doses to about 46.1 µM), for inactives: at the top dose re-replication activation, hits mostly activators. AID 624297. SW480 DNA re-replication, Hoechst DNA content imaging, 48 h; also: potency is read from the fitted curve at half-maximal effect; % of control where 0% means no effect; nearly all actives have a fitted effect of over 55% in size
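Image-based read-out: total Hoechst fluorescence of nuclei (405 nm excitation, 500-530 nm emission), with hits raising the fraction of high-intensity nuclei. SW480 colon cells incubated 48 hr with compounds at 37 C.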
KB-V1 MDR tox: KB-V1 MDR subline cytotoxicity; KB-V1 MDR cells viability, CellTiter-Glo, 72 h; Potency, µM (series often up to 46.1 µM), for the others: at the highest dose activity change, negative = cytotoxicity, actives largely listed as cytotoxic; 400,000 compounds, 3.4% hits; also: potency is read from the fitted curve at half-maximal effect; % is scaled to controls: 0 for no effect and ±100 for the full control effect; nearly all actives have a fitted effect of over 60% in size
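Cells of the MDR subline KB-V1 are plated, dosed with compound at multiple concentrations, and incubated 72 h at 37 degrees C; CellTiter-Glo is then added and luminescence read after 10 min.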
D3 antag: D3 dopamine receptor (human) antagonism. P35462. D3R cells, DiscoveRx beta-arrestin luminescence, antagonist mode; hits give low values. max response, negative = inhibition, %. 360,000 compounds, 2.5% hits; in the data active = max response below about -50%; inconclusive = no clear call, values can overlap the other calls; also: % is scaled to controls: 0 for no effect and ±100 for the full control effect; mostly tested at two doses, the higher about 12 µM
Target sequence (P35462 whole entry, looked up): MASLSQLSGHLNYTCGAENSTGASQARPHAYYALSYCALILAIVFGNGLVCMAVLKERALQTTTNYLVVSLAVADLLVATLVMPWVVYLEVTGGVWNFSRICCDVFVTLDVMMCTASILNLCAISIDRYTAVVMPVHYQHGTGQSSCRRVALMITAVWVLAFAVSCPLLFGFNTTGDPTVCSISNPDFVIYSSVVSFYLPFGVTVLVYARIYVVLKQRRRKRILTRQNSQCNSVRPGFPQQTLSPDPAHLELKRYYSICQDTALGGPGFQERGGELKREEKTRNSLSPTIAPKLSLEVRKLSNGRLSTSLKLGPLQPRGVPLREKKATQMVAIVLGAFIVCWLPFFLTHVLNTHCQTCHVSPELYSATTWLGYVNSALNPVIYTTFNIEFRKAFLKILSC
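Cells plated overnight at 1500 cells/well, then exposed to library compounds with dopamine controls for 90 minutes at 37 degrees C. DiscoveRx reagent added for 30–60 minutes at room temperature; luminescence read, quantitative HTS format.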
DRD3 agonist: D3 dopamine receptor (human) agonism | P35462 | max activation, % | D3R DiscoveRx beta-arrestin cells, luminescence, 90 min | 410,000 compounds, 0.58% hits | AID 652048; in the data active = max activation above about 30%; also: 0% is about no effect; mostly tested at two doses, the higher about 12 µM
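Cells at 1500/well, incubated overnight, then treated with pinned compounds (dopamine as control) for 90 min at 37 degrees C. DiscoveRx reagent added for 30 - 60 minutes at room temperature; luminescence read.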
HT1080-NT tox: kills 2HG-producing HT-1080-NT fibrosarcoma cells. 360,000 compounds, 1.6% hits. HT-1080-NT fibrosarcoma viability, CellTiter-Glo ATP luminescence, 48 h. Potency, µM (top dose mostly 46.1 µM), for the others: top-dose activity, negative = less viability, hits mostly cytotoxic. AID 686970;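 also: NT is the 2HG producing partner of a matched IDH1 knockdown line; potency is read from the fitted curve at half-maximal effect; 0% = DMSO-treated cells and -100% = media-only wells without cells; nearly all actives have a fitted effect of over 55% in size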
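Fibrosarcoma NT cells, 750 per well in 5% FBS RPMI, were exposed to compound for 48 hours. Viability: CellTiter-Glo luminescence.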
KB-3-1 cytotox: kills parental KB-3-1 adenocarcinoma cells; Potency, µM (doses to about 46.1 µM), for inactives: at the highest dose activity change, negative = cytotoxic, actives largely listed as cytotoxic; 400,000 compounds, 1.4% hits; AID 1347075; KB-3-1 viability, CellTiter-Glo ATP luminescence, 72 h; also: potency is read from the fitted curve at half-maximal effect; % is scaled to controls: 0 for no effect and ±100 for the full control effect; nearly all actives have a fitted effect of over 60% in size
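KB-3-1 cells, DMEM (no phenol red) + 10% FBS; compound by pin transfer, 72 h, 37 °C. Readout: CellTiter-Glo luminescence after 10 min. Data normalized, curve-fitted.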
GLP-1R agonist: GLP-1 receptor (human) agonism; HEK293 GLP-1R CRE-luciferase, luminescence, 4-6 h; cells express a hypersensitive GLP-1R form; Potency, µM (doses to about 45.6 µM), for the others: top-dose activation, actives largely listed as activators; 380,000 compounds, 0.007% hits; AID 624172; also: potency is read from the fitted curve at half-maximal effect; % of control where 0% means no effect
Target sequence (P43220 whole entry, looked up): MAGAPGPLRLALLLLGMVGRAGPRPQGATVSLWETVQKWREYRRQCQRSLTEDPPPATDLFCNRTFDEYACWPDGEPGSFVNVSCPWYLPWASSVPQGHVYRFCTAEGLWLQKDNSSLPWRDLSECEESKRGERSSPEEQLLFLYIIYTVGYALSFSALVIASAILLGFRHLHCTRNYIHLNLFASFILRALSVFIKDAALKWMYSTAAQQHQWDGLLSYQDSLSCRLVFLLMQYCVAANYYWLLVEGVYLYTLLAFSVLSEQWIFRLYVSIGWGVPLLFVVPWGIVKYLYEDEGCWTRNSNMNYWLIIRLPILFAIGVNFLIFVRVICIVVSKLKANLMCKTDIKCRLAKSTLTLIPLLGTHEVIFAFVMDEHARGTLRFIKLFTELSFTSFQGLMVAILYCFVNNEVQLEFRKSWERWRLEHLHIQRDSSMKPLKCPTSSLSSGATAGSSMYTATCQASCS
* marks the source's active call; other numbers are inactive results; ? = inconclusive; nt = no result given; & = joins results of further samples; [ ] = dose if it differs, or a comment. Unless noted, calls follow the shape of the dose curve; as a rule, active = well fitted curve in the direction sought with a large enough effect; inconclusive = small, poorly fitted or top-dose-only effect, or another doubt; inactive = no such curve, though single readings can be large; an effect the other way counts as inactive or inconclusive.

cpd | molecule | IL1B secr inh | HT1080 IDH1KD tx | SW480 rereplic | KB-V1 MDR tox | D3 antag | DRD3 agonist | HT1080-NT tox | KB-3-1 cytotox | GLP-1R agonist
1 | CCN(C(=O)CSc1cc(C)c2cccc(C)c2n1)C1CCS(=O)(=O)C1 (configuration not stated) | -22 | 5% | ? | -25% | -25 | -9 | 3% | 7% | 3%
2 | COc1ccc(NS(=O)(=O)c2ccc(NC(=O)c3ccccc3)cc2)nn1 | 13 | 0% | ? | -4% | -18 | -9 | 4% | 3% | 0%
3 | COc1ccc(NCC(=O)N/N=C/C=C\c2ccccc2)cc1 | -21 | 1% | -3% | 6% | -2 | 0 | -2% | 4% | -7%
4 | CC(=O)Nc1cccc(C(=O)NNC(=O)c2ccccc2-n2cccc2)c1 | 0 | 7% | -11% | 0% | -12 | -3 | 7% | ? | 3%
5 | CC(C)(C)NC(=O)COc1coc(CN2CCN(C(=O)c3ccco3)CC2)cc1=O | 5 | 9% | -9% | -6% | ? | -1 | 0% | 10% | 1%
6 | COc1cc(NC(=O)CCNC(=O)Cn2cnc3ccccc3c2=O)cc(OC)c1OC | -8 | 3% | -17% | 12%&7% | 2 | 6&-4 | 1% | ? | -1%
7 | CCCC(=O)N1N=C(c2ccccc2)CC1c1cn(C)c2ccccc12 (configuration not stated) | -56* | 1% | ? | ? | -22 | 2 | 5% | 0% | 1%
8 | CCCC(=O)Nc1nc(C)c(-c2csc(Nc3ccccc3OC)n2)s1 | -9 | -9% | -2% | -10% | 22 | 3 | -5% | 3% | 1%
9 | CCSc1c([N+](=O)[O-])c(=O)n(-c2ccccc2)c2ccccc12 | -6 | -2% | 8% | 4% | 57 | 10 | 0% | -1% | 7%
10 | COc1ccc(C2CC(=O)Oc3cc(C)c(Cl)c(C)c32)cc1 (configuration not stated) | 36 | ? | -1% | 0% | ? | -38 | -19% | 0% | -7%
11 | O=C(Nc1cccc(Cl)c1)c1ccc2ncsc2c1 | ? | -4% | 4% | -1% | -6 | -10 | -1% | 9% | 8%
12 | COc1cc(OC)cc(-c2c(Sc3ccccc3)c3cc(-c4ccc(SC)cc4)ccc3n2C)c1 | 24 | 1% | nt | -2% | -7 | -4 | 0% | 4% | -5%
13 | NC(=O)c1ccc(NC(=O)CSC2=Nc3ccccc3C3CC=NN23)cc1 (configuration not stated) | 12 | ? | 4% | 3% | -17 | 0 | -26% | -4% | 6%
14 | O=C(COC(=O)COc1ccccc1)Nc1ncc([N+](=O)[O-])s1 | 0 | -3% | -4% | 22% | -29 | -3 | 4% | 15% | -2%
15 | CCOC(=O)C1=C(NC#N)OC(C)=C(C)C1c1ccc(O)cc1 (configuration not stated) | 15 | -1% | 0% | -5% | -22 | 2 | 2% | -1% | 4%
16 | COc1ccccc1NC(=O)COC(=O)c1c(NC(C)=O)sc(C)c1C | 1 | -16% | nt | ? | 33 | 3 | -15% | -1% | 16%
17 | COc1ccc(O)c(/C=N/N=C/c2cccc([N+](=O)[O-])c2)c1 | -18 | 3% | 4% | 16% | 3 | 6 | 6% | 4% | 3%
18 | CCCCN(C(=O)CC1CCCCC1)c1c(N)n(CC(C)C)c(=O)[nH]c1=O | 10 | 19% | -4% | -14% | 0 | 10 | 7% | 9% | -10%
19 | CCOC(=O)c1c(CCl)nc2ccccc2c1-c1ccccc1 | -19 | -15% | ? | -3% | 5 | -1 | -8% | -3% | 14%
20 | CC(C)N1C(=O)S/C(=C/c2ccc(Sc3nc4ccccc4[nH]3)o2)C1=O | -79* | ? | ? | 23µM* | 7 | 8 | -4% | ? | 1%
21 | O=C(CSc1cccc(C(F)(F)F)c1)Nc1ccc(Cl)cc1Cl | -17 | 19% | -10% | ? | 48 | 0 | 9% | -1% | 0%
22 | O=c1cc(CN2CCN(c3ccccc3F)CC2)c2c(ccc3ccccc32)o1 | 5 | 5% | nt | 6% | 0 | 3 | 5% | 0% | 6%
23 | C=CC[n+]1c(C)csc1Nc1cccc(Br)c1 | -5 | -3% | -58%[inhibitor][1.84 µM] | -6% | 0 | -4 | 4% | 0% | 12%
24 | Cc1c(C(=O)N2CCCCC2)sc(NC(=O)C2CC2)c1C#N | 2 | 2% | -4% | 0% | -8 | -7 | 12% | 0% | -1%
25 | COc1ccc(C(CNC(=O)c2cc(S(=O)(=O)N3CCCCC3)ccc2C)N2CCCC2)cc1 (configuration not stated) | -8 | 0% | 5% | -3% | ? | -15 | -1% | -5% | 1%
26 | Cc1c(NC(=O)c2ccc(N(Cc3ccccc3)S(C)(=O)=O)cc2)c(=O)n(-c2ccccc2)n1C | 18 | 20% | -3% | 2% | -1 | -9 | 17% | -4% | 11%
27 | Cc1cc2c(OCC(O)CNC3CCCCC3)cccc2[nH]1 (configuration not stated) | ? | -7% | ? | 1% | -59* | -29 | -1% | 4% | -6%
28 | CCOC(=O)c1cc(CC)sc1N1C(=O)CC(Sc2ncccc2C(=O)O)C1=O (configuration not stated) | 30 | 8% | -2% | ? | -6 | 13 | -1% | 1% | 8%
29 | CCN(c1ccccc1)S(=O)(=O)c1ccc(OC)c(NC(=O)c2cccs2)c1 | 12 | -2% | -1% | ? | 11 | 4 | -10% | -7% | 7%
30 | O=C(CN(c1ccccc1)S(=O)(=O)c1ccc(Cl)cc1)Nc1cccnc1 | -12 | -23% | 4% | -28% | -6 | -12 | -22% | -6% | 9%
31 | COc1ccc(-n2nnnc2C(c2cccc(OC)c2OC)N2CCN(C/C=C/c3ccccc3)CC2)cc1 (configuration not stated) | ? | ? | nt | -10% | -86* | -9 | ? | -13% | -1%
32 | O=C(c1cc2c(s1)-c1ccccc1OC2)N1CCN(c2ccccn2)CC1 | -5 | 3% | -3% | 4% | 2 | -1 | 5% | 8% | 2%
33 | O=S(=O)(NCc1ccccc1)c1ccc(S(=O)(=O)N(Cc2ccccn2)C2CCCC2)cc1 | ? | -3%[9.24 µM] | 9% | -29% | -2 | 0 | ? | -14% | -1%
34 | CCc1ccc(-c2nc(CS(=O)CC(=O)NCCc3ccccc3)c(C)o2)cc1 (configuration not stated) | 0 | -9% | -2% | -14% | 2 | 7 | -10% | 18% | 7%
35 | Cc1ccc(NC(=O)Nc2ccccc2C#N)c(Cl)c1 | -7 | 9% | 0% | 7% | 6 | 3 | 12% | 1% | -10%
36 | COc1ccc2c(c1)c1c(c(=O)n(Cc3ccccc3)c(=O)n1CC(=O)Nc1ccc(C)cc1C)n2C | nt | nt | nt | 0% | nt | 1 | nt | 5% | -1%
37 | CC(C)Cn1c(SCC(=O)NC(=O)NC2CCCC2)nc2ccccc21 | -21 | ? | -1% | ? | 13 | 4 | ? | -6% | 23%
38 | CCOC(=O)C1=C(c2ccc(OC)cc2)C(=O)c2ccccc2C1=O | -99* | 7.3µM* | ? | ? | -64* | -8 | 5.8µM* | ? | -13%
39 | C=C1CC(C)OC(c2ccccc2OCC(O)CN2CCCCC2)C1 (configuration not stated) | -26 | -2% | -1% | -2% | -23 | 3 | -5% | 5% | 1%
40 | CC(=O)NCC(=O)OCC(=O)N1c2ccccc2Sc2ccccc21 | -18 | 0% | 2% | -16% | -4 | 13 | -3% | -4% | 0%
41 | Cc1ccc2c(c1)c(N=Nc1cccc(C(=O)O)c1)c(O)n2C | -7 | -1% | 2% | -23% | ? | -18 | 1% | 0% | 0%
42 | O=C(Cc1ccccc1)NCC(=O)OCC(=O)c1ccc(F)cc1 | -9 | 15% | -1% | 0% | 2 | 8 | 0% | 4% | 8%
43 | Cc1ccc2nsnc2c1S(=O)(=O)N1CCN(CCc2ccccc2)CC1 | -4 | -2% | 1% | 12µM* | 19 | -6 | -4% | ? | 6%
44 | CCOC(=O)N1CCN(C(=O)c2ccc3nc4cc(Cl)ccc4c(=O)n3c2)CC1 | -2 | -5% | -2% | -17% | -5 | -11 | 4% | 1% | 12%
45 | Cc1sc2nc(SCC(=O)OC(C)C)n(C)c(=O)c2c1C | -11 | 8% | -9% | 15µM* | 15 | 2 | 15% | 8% | -1%
46 | CCc1nc(CN2CCN(c3ccc(C(F)(F)F)cn3)CC2)c(C)[nH]1 | 0 | -13% | -4% | ? | 8 | 5 | ? | ? | -1%
47 | CC1=C(C(=O)Nc2ccccc2)C(c2ccncc2)C(C#N)=C(SCC(=O)NC2CC2)N1 (configuration not stated) | 15 | -3% | -3% | 2% | 7 | 0 | 0% | 2% | 1%
48 | COc1cccc(CN2CCNC(=O)C2CC(=O)N(C)C2CCOCC2)c1 (configuration not stated) | 0 | 13% | -17% | 8% | 10 | -4 | 8% | -5% | -2%
49 | COc1ccc(C(C)NS(=O)(=O)Cc2ccccc2)cc1 (configuration not stated) | -2 | 12% | -20% | 7% | -10 | 2 | 8% | -2% | 1%
50 | O=C1CCCN1CC(O)CS(=O)(=O)c1ccc(Cl)cc1 (configuration not stated) | 1 | 3% | -1% | -8% | -11 | -14 | -3% | -2% | -14%
51 | CCCn1c(=O)c2c(nc3n2CCCN3Cc2ccccc2)n(C)c1=O | -6 | -18% | -11% | 2% | -4 | -1 | -7% | 4% | 12%
52 | COc1cc2c(cc1OC)CN(CC(=O)NC(=O)NCc1ccco1)CC2 | 19 | -1% | -2% | 7% | 19 | 3 | 4% | 12% | -1%
53 | COc1cccc(NC(=O)CN(C)C(=O)CSCC(=O)Nc2ccc(C)cc2)c1 | 36 | 0% | ? | ? | -13 | -7 | -12% | 1% | 2%
54 | CC1=CN2C(=NC(=O)CC2(C)C(=O)N(CC(=O)NC2CCCC2)Cc2ccccc2)C=C1 (configuration not stated) | 9 | -1% | -12% | 9% | -1 | 4 | 2% | -4% | 1%
55 | COC(=O)C1=CN(c2cccc(OCc3ccccc3)c2)C(N)=C(C#N)C1c1cccc(F)c1 (configuration not stated) | -5 | 0% | nt | ? | -1 | -13 | -2% | -12% | nt
